KCNQ2 block – KCNQ2 potassium channel inhibitors, primary screen, cell-based, CHO-K1, FluxOR thallium flux, B-score (AID 2156) | B-score at 10 µM | 20 min; hits give low values | Potassium voltage-gated channel subfamily KQT member 2 (Rattus norvegicus), O88943 | 310,000 compounds, 1.1% hits;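 active = fluorescence ratio B-score at most minus 3 library SDs, with starting brightness B-score within 2 library SDs, cut at about -5.5 in these data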
Target sequence (O88943 whole entry, looked up): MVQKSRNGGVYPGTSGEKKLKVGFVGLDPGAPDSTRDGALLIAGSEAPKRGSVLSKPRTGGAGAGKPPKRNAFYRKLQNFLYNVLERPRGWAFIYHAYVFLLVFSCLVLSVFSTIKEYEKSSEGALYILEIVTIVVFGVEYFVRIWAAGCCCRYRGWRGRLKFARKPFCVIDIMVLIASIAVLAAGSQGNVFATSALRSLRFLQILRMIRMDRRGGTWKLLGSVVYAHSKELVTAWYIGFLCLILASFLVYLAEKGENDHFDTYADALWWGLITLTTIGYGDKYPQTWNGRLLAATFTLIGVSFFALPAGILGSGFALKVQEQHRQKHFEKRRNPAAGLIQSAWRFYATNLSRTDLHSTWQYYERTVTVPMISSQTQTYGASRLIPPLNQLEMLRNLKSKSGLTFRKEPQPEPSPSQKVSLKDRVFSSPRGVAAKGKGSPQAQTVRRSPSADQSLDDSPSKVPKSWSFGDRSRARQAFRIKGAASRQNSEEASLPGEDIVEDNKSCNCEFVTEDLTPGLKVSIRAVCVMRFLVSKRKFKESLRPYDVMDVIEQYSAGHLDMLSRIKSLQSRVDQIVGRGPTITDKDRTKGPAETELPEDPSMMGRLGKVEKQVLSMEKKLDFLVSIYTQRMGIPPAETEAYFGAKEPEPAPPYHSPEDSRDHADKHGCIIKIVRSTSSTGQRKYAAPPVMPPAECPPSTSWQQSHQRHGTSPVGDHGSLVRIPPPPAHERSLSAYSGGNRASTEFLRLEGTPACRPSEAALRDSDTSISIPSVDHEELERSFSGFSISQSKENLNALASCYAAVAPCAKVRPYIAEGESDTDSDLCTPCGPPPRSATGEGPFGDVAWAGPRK
CHT inh – inhibitors of human choline transporter CHT; 310,000 compounds, 0.86% hits; AID 488975, 2010; B-score at 10 µM; CHT-expressing cells, membrane potential dye, choline response; hits give low values; High affinity choline transporter 1 (Homo sapiens), Q9GZV3;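 active = B-score over 3 SD under the library average, and starting fluorescence ratio not unusually high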;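 also: choline stimulus applied at its EC90 after an EC20 pre-addition; B-score computed on integrated fluorescence ratio after choline addition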
* = called active by the depositor; i = inactive; / = no result given. Rows are unselected; overall some 1.9% were active at least once.

molecule	CHT inh	KCNQ2 block
CC(CN1CCN(C)CC1)OC(=O)c1ccc(Cl)cc1Cl (configuration not stated)	i	i
Nc1ccc(O)c2c1C(=O)c1ccccc1C2=O	i	i
COc1cccc2cc(C(=O)NC(C)C3CCCO3)c(=O)oc12 (configuration not stated)	i	i
O=C(COC(=O)c1ccccc1F)Nc1cc(S(=O)(=O)N2CCOCC2)ccc1N1CCCC1	i	i
COc1ccc(C(=O)NCC(c2ccco2)N2CCc3ccccc32)cc1 (configuration not stated)	i	i
Cc1c(C(=O)N(C)CC(=O)Nc2cccc(F)c2)oc2c(Cl)cccc12	i	i
CCOC(=O)Cn1c(=O)n(C2CCCC2)c(=O)c2ccccc21	i	i
Cc1snc(S(=O)(=O)/C(C#N)=N/Nc2ccc(C(F)(F)F)cc2)c1C#N	i	i
CN(C(=O)COC(=O)c1cc([N+](=O)[O-])ccc1N1CCCC1)C1CCS(=O)(=O)C1 (configuration not stated)	i	i
CC(NC(=O)c1ccccc1F)c1ccccc1 (configuration not stated)	i	i
CCc1cc(CNC(=O)c2ccc(OC3CCN(CCc4ccccc4)CC3)cc2)on1	i	i
Clc1ccc(C2CC(c3cccs3)n3ncnc3N2)cc1 (configuration not stated)	i	i
O=C(Nc1cccc(Cl)c1)N1CCCCCC1	i	i
CCN(CC)S(=O)(=O)c1ccc2oc(C(=O)N3CCc4ccccc4C3)c(C)c2c1	i	i
O=C(N/N=C\c1cc([N+](=O)[O-])ccc1N1CCCC1)c1ccccn1	i	i
O=c1cc(N2CCCCC2)c(-c2ccccc2)nn1Cc1cccc(F)c1	i	i
COc1ccc(NC2CC(=O)N(C(C)C)C2=O)cc1 (configuration not stated)	i	i
CCCCCCCN1C=CC(=O)CC1	i	i
N/C(=N\OC(=O)c1ccc2ccccc2c1)c1ccc(Br)cc1	i	i
O=C(OCC(=O)N1CCCC1)c1ccc(NS(=O)(=O)c2cccs2)cc1O	i	i
CC(=O)N1CCOc2ccc(S(=O)(=O)N3CCCCC3)cc21	i	i
CCC(=O)Nc1cc(C)c(NC(=O)C23CC4CC(CC(C4)C2)C3)cn1	i	i
Cc1ccc(S(=O)(=O)N2CCC(C(=O)Nc3ccc4c(c3)COC4=O)CC2)cc1	i	i
N#Cc1ccc(S(=O)(=O)NC2CCN(Cc3ccccc3)CC2)cc1	i	i
COc1cc(NC(=O)C2CCCN2S(=O)(=O)c2cccc3cccnc23)cc(OC)c1OC (configuration not stated)	i	i
COc1ccccc1NC(=O)CCN1C(=O)/C(=C/c2cc(OC)c(OC)c(OC)c2)SC1=S	i	i
CC(C)CCN1CCN(Cc2ccc(Oc3ncccn3)cc2)CC1CCO (configuration not stated)	i	i
COc1ccc(OC)c(CN2CCN(CCCc3ccccc3)C(CCO)C2)c1 (configuration not stated)	i	i
N/C(=N\N=C\c1ccc([N+](=O)[O-])cc1)c1nonc1N	i	i
Cc1ccccc1OCC(=O)OC1CCN(C)CC1	i	i
Fc1ccc(-c2onc3ccc(C4OCCO4)cc23)cc1	i	i
COC(=O)c1cccc(C(=O)Nc2cnc3ccccc3c2)n1	i	i
CCC(NC(=O)c1cc(COc2ccc(F)c(F)c2)on1)c1ccncc1 (configuration not stated)	/	i
NC1=NC(=O)C2(COC(c3ccccc3Cl)OC2)S1 (configuration not stated)	i	i
CCOC(=O)Nc1ccc2c(c1)N(C(=O)CN(C)C)c1ccccc1CC2	i	i
O=C(c1ccc2nccnc2c1)N1CCCC(N2CCN(c3ccc(F)cc3)CC2)C1 (configuration not stated)	i	i
O=C(c1ccc(F)cc1)C1CCN(C(=O)NC2CCCCC2)CC1	i	i
CCOc1cc(NC(=S)NCCCN2CCOCC2)c(OCC)cc1NC(=O)C1CCCCC1	i	i
COc1ccc(NC(=O)C2OCCc3ccccc32)c(OC)c1 (configuration not stated)	i	i
Cc1ccc(-c2nnnn2-c2ccccc2C(=O)O)cc1	i	i
Fc1cccc(Nc2ncnc3c2cnn3-c2ccccc2)c1	i	i
O=S(=O)(c1ccccc1)N(Cc1ccccc1)c1ccccn1	i	i
Cc1ccc(S(=O)(=O)N(CC(=O)NCCC2=CCCCC2)Cc2ccccc2)cc1	i	-10.8*
CC(C)Nc1nc(SCC(N)=O)nc(N2CCOCC2)n1	i	i
O=C(CCCn1c(=O)[nH]c2cc(Cl)ccc2c1=O)NCCCN1CCCC1	i	i

Structures shown so far that contain a Cl atom, in the order listed:
molecule	CHT inh	KCNQ2 block
CC(CN1CCN(C)CC1)OC(=O)c1ccc(Cl)cc1Cl (configuration not stated)	i	i
Cc1c(C(=O)N(C)CC(=O)Nc2cccc(F)c2)oc2c(Cl)cccc12	i	i
Clc1ccc(C2CC(c3cccs3)n3ncnc3N2)cc1 (configuration not stated)	i	i
O=C(Nc1cccc(Cl)c1)N1CCCCCC1	i	i
NC1=NC(=O)C2(COC(c3ccccc3Cl)OC2)S1 (configuration not stated)	i	i
O=C(CCCn1c(=O)[nH]c2cc(Cl)ccc2c1=O)NCCCN1CCCC1	i	i

Following part.
molecule	CHT inh	KCNQ2 block
COc1ccc(-c2csc3ncn(Cc4ccccc4)c(=O)c23)cc1	i	i
O=S(=O)(c1ccc(Cl)cc1)n1ccc2cccnc21	i	i
Cc1cccc(C(C)(C)C)c1OCCn1ccnc1	i	i
Cc1ccc(C(=O)Nc2ccc(OCc3ccccc3)cc2)s1	i	i
O=S(=O)(/N=C(/Nc1ccc(Cl)c(S(=O)(=O)Nc2ccccc2Cl)c1)c1ccc(F)cc1)c1ccccc1	i	i
O=C(O)c1cc([N+](=O)[O-])c(NCCC2=CCCCC2)c([N+](=O)[O-])c1	i	i
O=C(Nc1cccnc1)c1cccc(F)c1	i	i
Cc1nn(C)c(Cl)c1C(=O)NCC(=O)NCc1ccccc1	i	i
Cc1onc(-c2ccccc2)c1C(=O)NNC(=O)c1ccccc1O	i	i
Cc1ccccc1C(=O)Nc1nnc(CC(=O)N/N=C/c2ccco2)s1	i	i
CCOC(=O)Cn1nc(C)n(-c2ccc(C(C)C)cc2)c1=O	i	i
CC(=O)C(Cc1ccccc1)NC(=O)COC(=O)CCN1C(=O)C2CC=CCC2C1=O (configuration not stated)	i	i
Cc1ccc(S(=O)(=O)/C(=C/Cl)NC(=O)c2ccccc2)cc1	i	i
CCCC1=[N+](CC)CCn2c(C)ccc21	i	i
C(=C\c1cccc2ccccc12)/c1nnc(-c2cccs2)o1	i	i
O=C(c1cc2cc(Cl)ccc2oc1=O)N1CCOCC1	i	i
COC(CNC(=O)c1cc(Sc2nnc(C)s2)nc2ccccc12)OC	i	i
C=CCn1c(C(CCCC)CC(O)COCC(C)C)n[nH]c1=S (configuration not stated)	i	i
O=c1[nH]c(C2CCN(S(=O)(=O)c3ccc4c(c3)OCCO4)CC2)nc2c1nnn2Cc1ccccc1F	i	i
CN(CC(=O)N1CCN(c2ccc(F)cc2)CC1)S(=O)(=O)c1ccc(F)cc1	i	i
Cc1cc(C)c(NC(=O)c2ccc(CNS(=O)(=O)c3cc(C(F)(F)F)ccc3Cl)cc2)c(C)c1	i	i
Cc1cc(C)c2[nH]c(=O)c(CN(Cc3cccs3)C(=S)NCc3ccco3)cc2c1	i	i
CCN1CCN(c2ccc(S(=O)(=O)N3CCCCC3)cc2NC(=O)COc2cc(C)ccc2Cl)CC1	i	i
O=C(Nc1ccccc1)c1c(F)c(F)c(F)c(F)c1F	i	i
COC(=O)c1cc2c(ccn2C)n1C	i	i
CCOc1cc(CN2CCN(C(=O)c3ccco3)CC2)ccc1OC	i	i
O=C(NCc1cccc(F)c1)c1ccc2nc(N3CCOCC3)sc2c1	i	i
COc1ccc2oc(C(=O)OCC(=O)N3CCC(C)CC3)c(C)c2c1	i	i
COC(=O)[C@H](Cc1ccccc1)NC(=O)NC(C)CCc1ccccc1 (some centres not stated)	i	i
CCn1c(-c2ccc(C)cc2)nn(CC(=O)NCCc2ccccc2)c1=S	i	i
O=C1CCC/C(=N\NC(=O)c2ccc(COc3ccccc3-c3ccccc3)cc2)C1	i	i
COc1ccc(C(C)=O)cc1CSc1nnc(Nc2ccccc2)s1	i	i
O=C(O)Cc1c[nH]c2ccc(O)cc12	i	i
CC1(C)CC2CC(C)(CN2C(=O)COC(=O)c2cc(Cl)cc(Cl)c2N)C1 (configuration not stated)	i	i
O=C(CCNC(=O)c1ccc(Br)cc1)NCCCc1ccccc1	i	i
COc1ccc(N2CCN(C(=O)COC(=O)c3ccco3)CC2)cc1	i	i
COc1ccc(/C=C2\SC(=S)N(CCC(=O)Nc3ccc(C(=O)O)cc3)C2=O)cc1	i	i
O=S(=O)(NCCc1csc(-c2cccnc2)n1)c1cccc(F)c1	i	i
COc1ccc2c(CCNC(=O)Nc3ccccc3)c[nH]c2c1	i	i
COc1ccc(OC)c([C@@H]2OCCC=C[C@H]2C)c1	i	i
Cc1nn(Cc2c(F)c(F)c(F)c(F)c2F)c(C)c1NC(=O)c1ccc(COc2ccccc2Cl)o1	i	i
C/C(=N\Nc1ccc(Cl)cc1)c1ccncc1	i	i
Cc1cc(C)nc(NC(=S)Nc2cccc(F)c2)c1	i	i
CCNc1nc(NC(C)C)nc(OCCOC(=O)Nc2ccccc2)n1	i	i
Cc1cc(C)c2c(NC(=S)Nc3ccccc3)n[nH]c2n1	i	i
COc1ccccc1Nc1nc(-c2sc(NC(=O)c3ccc([N+](=O)[O-])cc3)nc2C)cs1	i	i
Cc1c(Br)c([N+](=O)[O-])nn1CC(=O)NCc1cccnc1	i	i
CN1CCN(CC(=O)Nc2ccc(Cl)cc2Cl)CC1	i	i
CC(C)CC(=O)N/N=C/c1c(N)n(C)c(=O)n(C)c1=O	i	i
COc1cc(NC(=O)CSc2ccc(-c3ccccn3)nn2)cc(OC)c1	i	i
Cc1cc(-c2csc(NC(=O)c3ccc(C#N)cc3)n2)c(C)n1Cc1ccco1	i	i
CCOC(=O)C(=NCC1CCCO1)NNc1cc(Cl)ccc1Cl (configuration not stated)	i	i
COc1cc(/C=C2/C(=O)NN(c3ccc(F)cc3)C2=O)cc([N+](=O)[O-])c1O	i	i
CCOC(=O)C1=C(C)NC(=O)NC1c1ccco1 (configuration not stated)	i	/
CCOC(=O)c1ccc(NC(=O)CSc2nc3c(c(=O)n2CC)SC(C)C3)cc1 (configuration not stated)	i	i
CC1CCN(Cc2nc(-c3ccccc3)no2)CC1	i	i
O=C(CCSc1nnc(-c2ccco2)o1)N1CCOCC1	i	i
COc1ccccc1CNC(=O)CSc1nnc2ccc(-c3cccnc3)nn12	i	i
Cn1c(=O)n(C)c2cc([N+](=O)[O-])c(N3CCN(C(=O)c4ccccc4Br)CC3)cc21	i	i
Nc1nonc1C(=O)N/N=C/c1cc2c(cc1[N+](=O)[O-])OCO2	i	i

Continued:
molecule	CHT inh	KCNQ2 block
Cc1ccc(C)c(Cn2nnc3c(=O)[nH]c(C4CCN(C(=O)c5ccco5)CC4)nc32)c1	i	i
CCOC(=O)C(C)Sc1ncnc2c1c(-c1ccccc1)cn2-c1ccc(OC)cc1 (configuration not stated)	i	i
COc1ccc(CCN2C(=O)CSC2=S)cc1OC	i	i
CCN(Cc1ccccc1)C(=O)c1cccc(S(=O)(=O)N2CCN(c3ccc(F)cc3)CC2)c1	i	i
OCC[C@H]1C[C@@H](O)[C@H](O)[C@]2(CCCc3ccccc3O2)O1	i	/
Cc1cc2ccccn2c1C(=O)c1cccc([N+](=O)[O-])c1	i	i
O=C(CN1CCN(Cc2ccc(F)cc2Cl)C1=O)NCCCN1CCOCC1	i	i
COc1ccc(N2CC(C)Cn3c2nc2c3c(=O)n(Cc3ccc(C)cc3)c(=O)n2C)c(OC)c1 (configuration not stated)	i	i
Cc1ccc(C(=O)c2oc3nc(C)cc(C)c3c2N)cc1	i	i
COc1ccc(-c2csc(-n3ncc(-c4cccs4)c3N)n2)cc1	i	i
Cc1ccc(CCNC(=O)C2CCN(S(=O)(=O)c3ccc4c(c3)NC(=O)C(C)S4)CC2)cc1 (configuration not stated)	i	i
COc1cccc(/C=N/NC(=O)c2nnn(-c3nonc3N)c2-c2cccs2)c1	i	i
CC(=O)c1cc(CN2CCC(n3nccc3NC(=O)c3ccccc3)CC2)cs1	i	i
S=C(NNC(=S)NC1CC2CCC1C2)NC1CC2C=CC1C2 (configuration not stated)	i	i
CN(C)CC/C=C1/c2ccc(F)cc2Sc2ccc(Cl)cc21	i	-5.82*
Nc1nc(CN2CCN(c3ccccc3)CC2)nc(Nc2ccc(Cl)cc2)n1	i	i
COc1ccc(CNC(=O)COC(=O)CN2C(=O)COc3ccccc32)cc1	i	i
COc1ccccc1NC(=O)CSc1nnc(CNC(=O)c2ccco2)n1C	i	i
COc1ccc(CN2CCN(Cc3nc4ccccc4s3)CC2CCO)c(C)c1C (configuration not stated)	i	i
COc1cc(NC(=O)c2ccc3c(c2)OCO3)ccc1NC(=O)C(C)C	i	i
COc1cc(C=C2C(=O)c3ccccc3C2=O)cc(OC)c1OC	i	i
CN(C(=O)COC(=O)C1=COCCO1)c1c(N)n(Cc2ccccc2)c(=O)[nH]c1=O	i	i

Record cards (already shown). Order of values: CHT inh	KCNQ2 block
Cc1ccccc1OCC(=O)OC1CCN(C)CC1 is listed as i	i
COc1ccc(-c2csc3ncn(Cc4ccccc4)c(=O)c23)cc1 is listed as i	i
